ARFGAP1 inh: inhibitors of rat ARFGAP1. AID 651572. 360,000 tested, 0.26% active. Q62848. inhibition, % at 16.5 µM. Arfgap1-stimulated ARF1 GTP hydrolysis, GDP FP detection;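 active = inhibition above a per-plate limit, mean inhibition of low control wells plus 3 SD, cut at about 25% in these data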;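 note: 0% = DMSO wells with enzyme and 100% = wells lacking Arfgap1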
Target sequence (Q62848 1-136 limits assumed): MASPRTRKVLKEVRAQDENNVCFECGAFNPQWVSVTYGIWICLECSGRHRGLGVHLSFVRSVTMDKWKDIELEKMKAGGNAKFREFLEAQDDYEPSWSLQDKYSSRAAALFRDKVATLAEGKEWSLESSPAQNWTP
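Assay system: Rat Arfgap1 GAP domain (His6, aa 1-136), purified enzyme | Buffer or medium: HEPES 25 mM pH 7.5, NaCl 150 mM, MgCl2, DTT | Schedule: GTP hydrolysis reaction 2 h at 25 °C | Signal: FP of antibody-bound GDP Alexa 633 tracer, ex 620/em 688 nm | Measure: Percent inhibition of Arfgap1-stimulated GTP hydrolysis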
ADAM10 inh: ADAM10 inhibition, QFRET primary screen; O14672; recombinant ADAM10, EDANS/DABCYL FRET peptide cleavage, 3 h; inhibition, % at 7 µM; 370,000 tested, 0.62% active; AID 720582;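 active = inhibition above a per-campaign cutoff equal to the mean of compounds falling between control-based bounds plus 3 SD, cut at about 20% in these data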;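 note: 0% = DMSO wells while the 100% control is not disclosed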
FXN GAA850 act: increases GAA850 frataxin promoter reporter activity | HEK293 lucGAA850 FXN promoter luciferase reporter, 24 h; percent of 10 µM SAHA response | activation, % at 6 µM | 360,000 tested, 0.56% active | AID 540364;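 active = activation above the average of all compounds screened plus 3 SD, cutoff fixed separately per campaign, cut at about 7.5% in these data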;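 note: 0% = DMSO wells and 100% = 10 µM SAHA wells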
ASAP1 inh: blocks human ASAP1-stimulated Arf1 GTP hydrolysis | Q9ULH1 | GDP FP detection | inhibition, % at 16.5 µM | 360,000 tested, 0.19% active; in the data active = inhibition above about 25%;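 note: 0% = vehicle with enzyme and substrate and 100% = no enzyme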
rCAG RNA binder: binds r(CAG) RNA repeats; r(CAG) RNA repeat, TO-PRO-1 dye displacement fluorescence; inhibition, % at 3 µM; 370,000 tested, 1.3% active; AID 651821;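 active = inhibition above the plate cutoff, the mean of all test compounds on that plate plus 3 SD, cut at about 35% in these data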;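 note: 0% = DMSO alone and 100% = 100 µM mitoxantrone as full dye displacement; higher means more dye released from RNA so lower well fluorescence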
Tn6 DDE FP: disrupts Tn6 cyclic peptide binding to fibrin D-Dimer-E complex; inhibition, % at 8.3 µM; 370,000 tested, 0.21% active; P02675; AID 720509; Fibrin DD(E) TRITC-Tn6 fluorescence polarization displacement;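 active = inhibition above a per-campaign cutoff: mean of compounds within control limits plus 3 SD, cut at about 15% in these data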;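 note: 0% = median of all compound wells on the plate and 100% = blocking peptide control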
Target sequence (P02675 whole entry, looked up): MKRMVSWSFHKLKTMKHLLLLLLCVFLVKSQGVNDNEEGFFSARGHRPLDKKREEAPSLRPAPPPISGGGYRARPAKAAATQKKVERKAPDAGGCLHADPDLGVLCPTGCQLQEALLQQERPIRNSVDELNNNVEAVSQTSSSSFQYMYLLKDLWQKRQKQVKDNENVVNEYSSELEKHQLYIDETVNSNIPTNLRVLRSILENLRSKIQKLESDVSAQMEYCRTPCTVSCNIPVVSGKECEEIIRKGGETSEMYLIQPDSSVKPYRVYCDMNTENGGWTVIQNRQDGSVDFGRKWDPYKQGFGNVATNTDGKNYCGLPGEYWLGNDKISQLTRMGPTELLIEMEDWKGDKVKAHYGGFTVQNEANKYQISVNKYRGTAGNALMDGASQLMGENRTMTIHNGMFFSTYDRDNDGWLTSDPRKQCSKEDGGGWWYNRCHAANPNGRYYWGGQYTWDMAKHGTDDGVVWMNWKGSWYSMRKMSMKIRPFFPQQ
HGIII-sPLA2 inh: Blocks human group III sPLA2 activity; Q9NZ20; QFRET BODIPY PC-A2 liposome hydrolysis, fluorescence; inhibition, % at 12.2 µM; 370,000 tested, 0.56% active; AID 743126;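 active = inhibition above mean plus 3 SD of compounds lying within the high and low control bounds, cut at about 19% in these data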;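 note: 0% = median of test compound wells and 100% = no enzyme DMSO wells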
NPR1 activator: GC-A (human) enzyme activation; activation, % at 10 µM; 370,000 tested, 0.14% active; HEK293 GC-A cells, cGMP TR-FRET, EC30 ANP; 0% at EC30 ANP, 100% saturating ANP; P16066; in the data active = activation above about 40%
NPR2 activator: GC-B (human) receptor activation | 370,000 tested, 0.11% active | activation, % at 10 µM | HEK293-GC-B cells, CNP EC30, cGMP TR-FRET; 0% at EC30 CNP, 100% saturating CNP | P20594;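 active = activation at 10 µM reaching about 35% in either raw or pattern-adjusted values, limit read from the data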
proKLK7 act: proKLK7 (human) activation, primary screen; P49862; purified proKLK7, EDANS-DABCYL substrate fluorescence; 100% is mature enzyme control, 0% vehicle; activation, % at 7 µM; 370,000 tested, 0.9% active; AID 652039;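 active = activation above the mean of all tested compounds plus 3 SD, computed per campaign excluding outliers beyond control limits, cut at about 13% in these data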
Target sequence (P49862 whole entry, looked up): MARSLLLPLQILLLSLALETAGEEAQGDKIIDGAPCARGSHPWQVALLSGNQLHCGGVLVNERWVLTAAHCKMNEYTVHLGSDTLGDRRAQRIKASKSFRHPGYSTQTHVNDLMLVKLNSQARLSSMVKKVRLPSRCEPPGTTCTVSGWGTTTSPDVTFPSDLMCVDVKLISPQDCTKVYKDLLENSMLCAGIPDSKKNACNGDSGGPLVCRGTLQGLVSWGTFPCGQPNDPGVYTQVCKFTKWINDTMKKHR
Starred values were filed as active, the others as inactive; i = inactive; / = not tested or not shown.

Values run as follows: ARFGAP1 inh, ADAM10 inh, FXN GAA850 act, ASAP1 inh, rCAG RNA binder, Tn6 DDE FP, HGIII-sPLA2 inh, NPR1 activator, NPR2 activator, proKLK7 act
(1) CCOC(=O)c1c(C)n(C)c2ccc(OCCN(C)C)cc12
 : 1, -9, 2.0, -1, -1, 14, -16, 4, 3, -0.1
(2) COc1cc(NC(=S)N2CCOCC2)c(OC)cc1Cl
 : -1, -2, -0.6, -3, -1, 3, 10, 5, 4, 0.6
(3) CSc1ncccc1C(=O)OCC(=O)c1cc(C)n(C)c1C
 : 6, -8, 4.7, 6, -1, 2, 7, 1, -2, 0.2
(4) COc1ccc(C(=O)C[n+]2ccc3c(c2)nc(-c2ccccc2)n3C)cc1
 : 5, -8, 1.2, 0, 7, -2, 0, 3, -1, -0.5
(5) O=C(NC(Cc1ccc(F)cc1)C(=O)O)c1ccccc1 (stereo not drawn)
 : 1, 1, 0.4, 3, 1, -4, 6, 3, 3, -0.4
(6) Cn1c(CSc2nc3ccc(Br)cc3[nH]2)nc2ccccc21
 : 9, -62, 0.2, -2, 2, 3, -32, -11, -17, 1.9
(7) O=C(c1ccc(Br)s1)N1CCN(c2ncccn2)CC1
 : -7, -8, 0.8, 2, -4, -5, 0, 2, -2, 0.1
(8) CCOC(=O)N1CCC(NC(=O)c2cc(C(=O)NC3CCN(Cc4ccccc4)CC3)ccc2CO)CC1
 : 10, -3, -0.7, -2, -6, 5, 0, 1, 5, 0.6
(9) CC(C)(C)OC(=O)NCc1cc2c(cc1/C=C/S(=O)(=O)NCc1ccc(F)cc1)OCO2
 : /, -44, /, /, 2, 7, 9, -5, -5, 0.2
(10) CCOc1ccc(C(=O)N(c2ccccn2)C2CCCCC2)cc1
 : 8, -3, -0.3, -7, -4, -11, 4, 2, 0, 0.0
(11) COc1cc2c(cc1OC)C(COc1ccccc1OC)N(C(=O)c1ccco1)CC2 (stereo not drawn)
 : 12, -3, 0.9, 12, -3, 5, -6, 1, 3, 0.1
(12) CC1(C)C(=O)NCCN1C(=O)CCCC(=O)O
 : 7, 2, 3.0, 6, 4, 12, 3, 5, 2, -0.3
(13) CC(C)CN(C(=O)COC(=O)CCC(=O)c1ccc(F)cc1)c1c(N)n(Cc2ccccc2)c(=O)[nH]c1=O
 : -6, 6, 2.7, 2, 4, -5, -6, 1, 8, 0.1
(14) Cc1cc(C)c(NC(=S)NC(=O)c2ccc(-c3ccccc3)cc2)c(C)c1
 : 13, -7, -1.2, 13, 9, -1, 9, 3, 3, -0.2
(15) CC(C)(C)c1ccc(OCCC(=O)Nc2cccc(S(=O)(=O)NC3=NCCCCC3)c2)cc1
 : 1, 13, -4.4, 7, 0, -2, -23, -3, -1, -0.1
(16) OC1(c2cccc(F)c2)CCN(Cc2ccncc2)CC1
 : 12, -6, -1.6, 13, -4, -14, 4, 3, 1, -0.2
(17) CCOC(=O)C1(Cc2cccc(Cl)c2)CCCN(C(=O)CCOC)C1 (stereo not drawn)
 : -2, 0, 1.4, 4, -6, 8, 6, -2, 1, -0.5
(18) Cc1ccc(NC(=O)COC(=O)CCc2c[nH]c3ccccc23)c(C)c1
 : 4, -16, 1.8, 8, 0, -8, -86, -1, 1, -0.2
(19) CN(C)S(=O)(=O)c1ccc(S(=O)(=O)Nc2ccc3c(c2)oc2ccccc23)cc1
 : 12, 19, 1.4, 17, 49*, -1, -76, 1, -3, -0.2
(20) COc1ccc(N2CCN(C(=O)c3cccc4nc(C)oc34)CC2)cc1
 : 1, -12, 1.2, 1, -7, 2, 2, -3, 2, 0.1
(21) CC(=O)Nc1ccc(S(=O)(=O)N(C)CC(=O)OC(C)C(=O)NC2CCCC2)cc1 (stereo not drawn)
 : -2, -10, -1.1, 0, -5, -5, 4, -1, 0, -0.6
(22) COc1cc2c(cc1OC)C(C)=NCC2
 : 5, i, 0.5, -3, 1, 19*, 8, 6, 5, 115*
(23) COc1cccc(-c2nnc(NC(=O)c3ccc(Cl)s3)o2)c1
 : 4, 3, 0.3, -11, 12, -5, 0, 3, 2, 0.3
(24) O=C(CN1C(=O)c2ccccc2S1(=O)=O)NCCSCc1ccccc1Cl
 : -2, -6, -0.9, -4, 5, 2, -4, 2, -1, 0.2
(25) CCC(=O)N(c1ccc(C(=O)O)cc1)c1nc(-c2ccc(OC)cc2)c(C)s1
 : 4, 7, 1.2, -8, 19, 5, -11, 2, 1, 0.5
(26) COc1ccc(S(=O)(=O)N2CCN(CCOc3ccc(Br)cc3)CC2)cc1OC
 : 11, 3, -1.0, 0, 6, -8, -14, 3, 1, 0.5
(27) CC(C)(C)C(=O)Nc1ccc(N2CCN(S(C)(=O)=O)CC2)cc1
 : -6, 1, -1.2, 3, -1, -4, 4, 1, 3, 0.0
(28) CC1CCCCC1NC(=O)NC(=O)COC(=O)c1cncc(Br)c1 (stereo not drawn)
 : -10, -5, 0.2, 5, 1, -3, -5, 0, 4, -0.9
(29) Cc1ccc(C(=O)Nc2cc(-c3ccn[nH]3)c(C)n(N)c2=O)cc1
 : -3, 1, 0.0, 2, 0, -5, 1, 4, -3, -0.4
(30) NNC(=O)CN(CCc1ccccc1)S(=O)(=O)c1ccc(Cl)cc1
 : 1, 14, 1.1, 11, 1, 1, 5, -2, -3, 0.0
(31) Cc1csc(SCC(=O)c2c(N)n(C)c(=O)n(C)c2=O)n1
 : -2, -4, 5.0, -2, -2, 9, 2, 4, -5, -0.1
(32) CCCCn1c(N)c(N(CC)C(=O)C2COc3ccccc3O2)c(=O)[nH]c1=O (stereo not drawn)
 : 11, 2, 0.6, 9, 3, 1, -2, -2, -7, 0.1
(33) Cc1ccc(C(=O)Cc2ccccc2)c(O)c1
 : -7, -3, 1.3, 10, -1, 1, -24, -3, -6, -0.6
(34) C=C(C)c1cccc(C(C)(C)NC(=O)Nc2ccc(C)cn2)c1
 : 10, 9, 0.9, 7, -8, 0, -16, -4, -2, -0.3
(35) CN(C)CCNC(=O)C1(C)Cc2c(-c3cccc(C(F)(F)F)c3)ccnc2O1 (stereo not drawn)
 : 3, -6, -0.6, -8, -3, 1, -7, 6, 7, 0.9
(36) COc1cc(OC)cc(C(=O)N2CCN(C(=O)c3ccc(-c4ccccc4)cc3)CC2)c1
 : 2, 10, 4.6, -19, -1, 2, -18, -1, 0, 0.3
(37) C[C@H](CO)N1C[C@H](C)[C@@H](CN(C)S(=O)(=O)c2cn(C)cn2)Oc2ccc(NC(=O)Cc3ccccc3)cc2C1=O
 : 7, -3, 0.8, 4, -3, -1, 11, 4, 3, 1.6
(38) C=CCNC(=S)N(Cc1ccccc1)Cc1ccc(F)cc1
 : 2, -3, -0.1, 5, -2, -7, 7, -5, -5, 0.7
(39) Cn1cc([N+](=O)[O-])c(C(=O)Nc2ccc3c(c2)OCCO3)n1
 : -17, 0, 2.6, -6, 2, 1, -3, 2, 4, 0.5
(40) CC(=O)c1ccc(OCCOc2ccc(C#N)cc2)cc1
 : -2, -1, 0.7, -7, 13, 6, -5, 5, -5, 0.1
(41) CC(Sc1nnc2ccccn12)C(N)=O (stereo not drawn)
 : 7, -6, 0.2, 11, -1, 6, -1, 1, 0, 0.9
(42) CC(C)CC(=O)OC(C)(C)[C@@H]1Cc2c(ccc3ccc(=O)oc23)O1
 : 2, i, -0.7, 12, -8, 6, 5, -1, 1, 1.1
(43) O=C(NC1=NCCS1)C1CC(=O)N(c2ccc(F)cc2)C1 (stereo not drawn)
 : 11, -11, -0.8, -10, -2, -6, -1, 2, -6, 0.0
(44) CCOC(=O)c1sc(NC(=S)NC(=O)c2ccccc2)nc1C
 : 2, 1, 6.6, -2, 1, 3, 1, 0, -2, 0.1
(45) CCc1ccc(C(C)NC(=O)C2CCCC2)cc1 (stereo not drawn)
 : 4, -1, 1.6, 17, -3, 13, -4, -1, 4, 0.0
(46) CCN(CC(=O)Nc1c(F)cccc1F)C(=O)c1csc2c1CCCC2
 : -2, -12, 0.7, 10, -3, 0, 4, 1, -3, -0.1
(47) COc1ccc(CNC(=O)CN(C(=O)c2csnn2)c2ccccc2F)cc1
 : 6, 14, 1.5, 10, 0, -7, 4, -10, 5, -0.3
(48) CCOC(=O)C(C)Sc1nc(=O)n2cccc(C)c2n1 (stereo not drawn)
 : -3, -34, 1.8, 15, 2, -7, 7, -2, 1, 0.2
(49) CCCCn1c(N)c(N(CC(C)C)C(=O)C2CCN(S(=O)(=O)c3ccc(Cl)cc3)CC2)c(=O)[nH]c1=O
 : -6, -13, 1.5, -1, 0, 5, 7, -1, 3, 0.5
(50) COc1cc(N=Nc2c(C)n(C)n(-c3ccccc3)c2=O)ccc1N
 : 2, 7, 1.2, 9, -2, -1, 1, -7, -4, 0.0

Additional compounds.
Values run as follows: ARFGAP1 inh, ADAM10 inh, FXN GAA850 act, ASAP1 inh, rCAG RNA binder, Tn6 DDE FP, HGIII-sPLA2 inh, NPR1 activator, NPR2 activator, proKLK7 act
(51) CCN(CC#CCC(O)(c1ccccc1)c1ccccc1)C(C)C
 : 2, -4, 2.8, -9, -2, 8, 1, -5, -7, 0.4
(52) COc1ccc(C(=O)N/N=C/c2ccc(OC)c(CN3CCCc4ccccc43)c2)cc1
 : 4, -64, 9.3*, -9, 1, -5, 7, -3, -4, -1.7
(53) CCCCc1cc(=O)oc2cc(OCC(=O)N3C[C@H]4C[C@@H](C3)c3cccc(=O)n3C4)ccc12
 : 6, -45, -1.4, -4, -4, -6, 2, 2, 0, -0.5
(54) O=C(/C=C/Nc1cccc([N+](=O)[O-])c1)c1cccs1
 : 5, 5, 3.1, 7, 9, 0, -3, 4, 0, -0.9
(55) COc1cc(OC)c(C(=O)NCCCn2ccnc2)cc1OC
 : 3, -3, -1.3, 1, -1, -1, -1, 1, 0, -0.1
(56) COc1ccccc1NC(=O)c1cccc2c(Br)cccc12
 : 1, 3, -0.1, 9, -1, 5, 4, 0, 5, 0.1
(57) CS(=O)(=O)N1CCN(C(=O)Cc2ccccc2)CC1
 : 3, -6, -1.8, 3, 0, 2, 4, 1, -1, 0.0
(58) Cc1cc(S(=O)(=O)N2CCN=C2c2ccccc2)ccc1F
 : 4, -3, 3.1, -3, -3, 4, -3, -1, -1, -0.6

Screening results (PubChem)
